Mtb BioA inh: inhibitors of Mycobacterium tuberculosis BioA enzyme; purified M. tuberculosis BioA enzyme, plate reader; inhibition, % at 9.99 µM; hit rate 0.096% among 360,000; in the data active = inhibition above about 40%
Starred values were filed as active, the others as inactive. An excerpt, so the mix of outcomes need not match the whole.

SMILES	Mtb BioA inh
O=C(N[C@H]1CC[C@@H](CCn2cc(Cc3ccccc3)nn2)O[C@@H]1CO)c1ccccn1	0.7
CN(C)C(=O)C[C@H]1C[C@@H]2c3cc(NC(=O)Nc4ccc(C(F)(F)F)cc4)ccc3O[C@@H]2[C@@H](CO)O1	1.5
COc1ccc(NC(=O)N[C@H]2C=C[C@@H](CC(=O)NC3CCCCC3)O[C@@H]2CO)cc1	0.0
Cc1ccc(S(=O)(=O)N(C)C[C@@H]2Oc3c(NS(=O)(=O)c4ccccc4)cccc3C(=O)N([C@H](C)CO)C[C@H]2C)cc1	-0.9
C[C@H]1CN([C@@H](C)CO)C(=O)Cc2cc(NS(=O)(=O)c3ccc(Cl)cc3)ccc2O[C@H]1CN(C)S(C)(=O)=O	1.2
CCN1[C@H](C(=O)NC2CCC2)[C@@H](CO)[C@@H]2Cn3c(ccc(-c4ccccc4F)c3=O)[C@@H]21	1.4
O=C(C[C@@H]1C=C[C@H](NC(=O)c2cccc(F)c2)[C@H](CO)O1)NCc1ccccc1	3.6
CCCNC(=O)C[C@@H]1CC[C@H]2[C@H](COc3ccc(NC(=O)Cc4ccccc4)cc3C(=O)N2C)O1	-0.5
COc1ccccc1NC(=O)N1CCCCN2[C@@H](CO)[C@H](c3ccc(-c4cccc(C)c4)cc3)[C@@H]2C1	0.1
Cc1noc(C)c1S(=O)(=O)Nc1ccc2c(c1)C(=O)N([C@H](C)CO)C[C@H](C)[C@@H](CN(C)S(=O)(=O)c1ccc(Cl)cc1)OCCCC[C@@H](C)O2	-4.3
Cc1noc(C)c1S(=O)(=O)N(C)C[C@@H]1OCCCC[C@H](C)Oc2ccc(NS(=O)(=O)c3ccc(Cl)cc3)cc2C(=O)N([C@H](C)CO)C[C@@H]1C	1.0
C[C@@H]1CN([C@@H](C)CO)C(=O)c2cccc(NC(=O)c3nc4ccccc4s3)c2O[C@H]1CN(C)Cc1ccncc1	1.7
COc1ccccc1CNC(=O)C[C@H]1C[C@H]2c3cc(NC(=O)c4ccc5c(c4)OCO5)ccc3O[C@H]2[C@@H](CO)O1	-2.5
COc1cccc(S(=O)(=O)N2CCCCN3[C@H](CO)[C@H](c4ccc(-c5ccncc5)cc4)[C@@H]3C2)c1	6.2
C/C=C/c1cnc2c(c1)C(=O)N([C@@H](C)CO)C[C@H](C)[C@H](CN(C)C(=O)Nc1cccc(OC)c1)O2	-1.0

A second format for 3 compounds above.
structure | Mtb BioA inh
Cc1noc(C)c1S(=O)(=O)Nc1ccc2c(c1)C(=O)N([C@H](C)CO)C[C@H](C)[C@@H](CN(C)S(=O)(=O)c1ccc(Cl)cc1)OCCCC[C@@H](C)O2 | -4.3
Cc1noc(C)c1S(=O)(=O)N(C)C[C@@H]1OCCCC[C@H](C)Oc2ccc(NS(=O)(=O)c3ccc(Cl)cc3)cc2C(=O)N([C@H](C)CO)C[C@@H]1C | 1.0
C[C@@H]1CN([C@@H](C)CO)C(=O)c2cccc(NC(=O)c3nc4ccccc4s3)c2O[C@H]1CN(C)Cc1ccncc1 | 1.7

Structures listed so far containing fluorine (3):
SMILES	Mtb BioA inh
CN(C)C(=O)C[C@H]1C[C@@H]2c3cc(NC(=O)Nc4ccc(C(F)(F)F)cc4)ccc3O[C@@H]2[C@@H](CO)O1	1.5
CCN1[C@H](C(=O)NC2CCC2)[C@@H](CO)[C@@H]2Cn3c(ccc(-c4ccccc4F)c3=O)[C@@H]21	1.4
O=C(C[C@@H]1C=C[C@H](NC(=O)c2cccc(F)c2)[C@H](CO)O1)NCc1ccccc1	3.6

Taken from the listing for reference:
SMILES	Mtb BioA inh
CCCNC(=O)C[C@@H]1CC[C@H]2[C@H](COc3ccc(NC(=O)Cc4ccccc4)cc3C(=O)N2C)O1	-0.5
COc1ccccc1NC(=O)N1CCCCN2[C@@H](CO)[C@H](c3ccc(-c4cccc(C)c4)cc3)[C@@H]2C1	0.1
Cc1noc(C)c1S(=O)(=O)Nc1ccc2c(c1)C(=O)N([C@H](C)CO)C[C@H](C)[C@@H](CN(C)S(=O)(=O)c1ccc(Cl)cc1)OCCCC[C@@H](C)O2	-4.3

The list continues:
SMILES	Mtb BioA inh
C[C@@H]1CN([C@H](C)CO)C(=O)Cc2cc(NS(=O)(=O)c3ccc(Cl)cc3)ccc2O[C@H]1CN(C)C	2.2
Cc1noc(C)c1NC(=O)Nc1ccc2c(c1)C(=O)N([C@@H](C)CO)C[C@@H](C)[C@@H](CN(C)Cc1ccc(C(=O)O)cc1)O2	-0.8
COc1ccc(CN(C)C[C@H]2Oc3c(NS(=O)(=O)c4ccc(C)cc4)cccc3C(=O)N([C@H](C)CO)C[C@@H]2C)cc1	1.0
CCCNC(=O)C[C@H]1CC[C@H]2[C@H](COc3ccc(NC(=O)c4cc(F)cc(F)c4)cc3C(=O)N2C)O1	8.7
O=C(C[C@H]1CC[C@H]2[C@@H](COC[C@@H](O)CN2S(=O)(=O)c2ccc(F)cc2)O1)N1CCc2ccccc2C1	0.4
O=C([C@H]1[C@H](CO)[C@H]2Cn3c(ccc(-c4ccccc4F)c3=O)[C@@H]1N2C(=O)C1CCC1)N1CCOCC1	-0.3
CC(C)NC(=O)Nc1ccc2c(c1)C(=O)N([C@@H](C)CO)C[C@H](C)[C@H](CN(C)S(=O)(=O)c1ccccc1)OCCCC[C@@H](C)O2	1.4
O=C(C[C@H]1CC[C@@H]2[C@H](COC[C@@H](O)CN2CCC(F)(F)F)O1)NCC1CC1	-1.8
C[C@H](CO)N1C[C@H](C)[C@H](CN(C)Cc2ccncc2)Oc2ccc(NC(=O)CCCN(C)C)cc2C1=O	-1.6
CO[C@@H]1CN(C)C(=O)c2cc(NC(=O)C3CC3)ccc2OC[C@H](C)N(C(=O)c2cnccn2)C[C@H]1C	0.6
C[C@H](CO)N1C[C@H](C)[C@H](CN(C)Cc2ccc(C(=O)Nc3ccccc3N)cc2)Oc2ccc(NC(=O)Nc3ccc4c(c3)OCO4)cc2CC1=O	-1.3
C[C@@H]1CN([C@H](C)CO)S(=O)(=O)c2ccc(-c3cncnc3)cc2O[C@@H]1CN(C)Cc1ccccn1	0.3
Cc1ccc(-c2ccc([C@H]3[C@@H](CO)N4CCCCN(S(=O)(=O)c5cccc(C)c5)C[C@H]34)cc2)cc1	-5.2
COc1ccc(CNC(=O)C[C@H]2C=C[C@H](NC(=O)Nc3ccc4c(c3)OCO4)[C@H](CO)O2)cc1	-2.6
CCCN(C)C[C@H]1OCCCC[C@H](C)Oc2ccc(NC(=O)C3CCCCC3)cc2C(=O)N([C@@H](C)CO)C[C@H]1C	6.4
CCCN1C[C@H](C)[C@H](OC)CN(C)C(=O)c2cc(NC(=O)c3cccc(F)c3)ccc2OC[C@@H]1C	0.5
C[C@H]1CN([C@@H](C)CO)C(=O)c2cccc(NS(=O)(=O)c3cn(C)cn3)c2O[C@H]1CN(C)Cc1ccc(C(F)(F)F)cc1	-0.3
CCC(=O)N1[C@H](C(=O)N2CCCCC2)[C@@H](CO)[C@@H]2Cn3c(ccc(-c4ccccc4)c3=O)[C@@H]21	-1.1
Cc1noc(C)c1NC(=O)Nc1ccc2c(c1)C(=O)N(C)[C@@H]1CC[C@@H](CC(=O)N[C@@H]3CCN(Cc4ccccc4)C3)O[C@H]1CO2	-0.7
C[C@@H]1CN([C@@H](C)CO)C(=O)c2cc(C#Cc3cccc(F)c3)cnc2O[C@@H]1CN(C)C(=O)C1CCC1	-1.0
C[C@@H]1CN([C@@H](C)CO)C(=O)c2cc(C#C[C@@H](C)O)cnc2O[C@H]1CN(C)Cc1cncnc1	0.0
C[C@H]1CN([C@@H](C)CO)C(=O)c2cc(C#Cc3ccncc3)cnc2O[C@H]1CN(C)C(=O)c1ccccc1F	1.6
CCCNC(=O)[C@@H]1c2ccccc2C(=O)N(CC23CC4CC(CC(C4)C2)C3)[C@H]1c1ccc(CO)cc1	-4.8
CCC(=O)N1C[C@@H](C)[C@H](OC)CN(C)C(=O)c2cc(NC(=O)Nc3ccc(Cl)cc3)ccc2OC[C@H]1C	5.4
COC(=O)[C@H]1[C@H](CO)[C@H]2Cn3c(ccc(-c4ccc(F)cc4)c3=O)[C@@H]1N2C(=O)c1ccccc1F	0.2
C[C@@H]1CN([C@@H](C)CO)C(=O)c2cc(NC(=O)c3ccncc3)ccc2O[C@@H](C)CCCCO[C@H]1CN(C)C(=O)Nc1ccc2c(c1)OCO2	10
O=C(C[C@H]1CC[C@H](NC(=O)C2CCC2)[C@H](CO)O1)Nc1nccs1	2.2
C[C@@H]1CN([C@H](C)CO)C(=O)c2cc(NS(=O)(=O)c3ccccc3)ccc2O[C@@H](C)CCCCO[C@H]1CN(C)Cc1ccc2c(c1)OCO2	0.8
C[C@@H]1CCCCO[C@H](CN(C)S(=O)(=O)c2ccccc2)[C@H](C)CN([C@H](C)CO)C(=O)c2cc(NC(=O)C3CCCCC3)ccc2O1	-3.1
COc1cccc(C#Cc2cnc3c(c2)C(=O)N([C@@H](C)CO)C[C@H](C)[C@@H](CN(C)C(=O)C2CCC2)O3)c1	-3.3
Cc1ccc(-c2ccc3c(c2)O[C@@H](CN(C)C(=O)Nc2ccccc2)[C@H](C)CN([C@@H](C)CO)S3(=O)=O)cc1	-2.4
C[C@H](CO)N1C[C@H](C)[C@@H](CN(C)Cc2ccc3c(c2)OCO3)OCCCC[C@H](C)Oc2ccc(NC(=O)C3CCCCC3)cc2C1=O	-0.8
CC(C)C#Cc1cnc2c(c1)C(=O)N([C@@H](C)CO)C[C@H](C)[C@@H](CN(C)Cc1ccccn1)O2	-1.0
COc1ccc(NC(=O)N(C)C[C@H]2Oc3ccc(NC(=O)c4ccncc4)cc3CC(=O)N([C@H](C)CO)C[C@H]2C)cc1	-1.7
COCCNC(=O)C[C@H]1CC[C@H]2[C@@H](COc3ccc(NC(=O)C4CCOCC4)cc3C(=O)N2C)O1	-3.4
C[C@@H]1CN([C@H](C)CO)C(=O)c2cccc(NS(=O)(=O)c3ccccc3)c2O[C@H]1CN(C)CC1CCCCC1	-1.9
CCC(=O)NC[C@@H]1[C@H](c2ccc(C3=CCCC3)cc2)[C@@H](CO)N1C(C)=O	-0.5
CO[C@@H]1CN(C)C(=O)c2cc(NS(C)(=O)=O)ccc2OC[C@@H](C)N(C(=O)CC2CC2)C[C@@H]1C	-1.6
CC(=O)N(C)C[C@H]1Oc2ncc(C#Cc3cccnc3)cc2C(=O)N([C@H](C)CO)C[C@H]1C	3.6
C[C@H]1CN([C@@H](C)CO)C(=O)Cc2cc(NC(=O)Cn3cnnn3)ccc2O[C@@H]1CN(C)C(=O)Nc1ccccc1	2.0
C[C@H]1CCCCO[C@H](CN(C)C(=O)C2CCCCC2)[C@@H](C)CN([C@@H](C)CO)C(=O)c2cc(NC(=O)Nc3ccc(F)cc3)ccc2O1	-1.5
O=C(Cc1ccncc1)NCC[C@H]1CC[C@@H](NC(=O)C2CCOCC2)[C@@H](CO)O1	-2.2
COc1ccc(NC(=O)N(C)C[C@@H]2OCCCC[C@H](C)Oc3ccc(NS(=O)(=O)c4cccs4)cc3C(=O)N([C@@H](C)CO)C[C@@H]2C)cc1	-0.5
COc1ccc(-c2cnc3c(c2)C(=O)N([C@H](C)CO)C[C@@H](C)[C@H](CN(C)C)O3)cc1	-0.6
C[C@H]1CCCCO[C@@H](CN(C)Cc2ccc(C(F)(F)F)cc2)[C@@H](C)CN([C@@H](C)CO)C(=O)c2cc(NC(=O)NC3CCCCC3)ccc2O1	-0.6
O=C(NCC(F)(F)F)[C@H]1[C@H](CO)[C@H]2Cn3c(cccc3=O)[C@@H]1N2C(=O)C1CCCC1	-0.9
O=C(NCC[C@@H]1CC[C@@H](NS(=O)(=O)c2ccc(F)cc2)[C@@H](CO)O1)Nc1ccc(F)cc1	-1.1
CN1C(=O)c2cc(NC(=O)C3CCOCC3)ccc2OC[C@@H]2O[C@@H](CC(=O)NCC3CCCCC3)CC[C@@H]21	-1.5
COCC(=O)Nc1ccc2c(c1)OC[C@H](C)N(Cc1ccccn1)C[C@@H](C)[C@@H](OC)CN(C)C2=O	-0.6
Cc1noc(C)c1S(=O)(=O)N(C)C[C@@H]1Oc2ccc(NC(=O)Cc3ccccc3)cc2CC(=O)N([C@H](C)CO)C[C@H]1C	0.1
O=C(NCC[C@H]1CC[C@@H](NC(=O)Nc2cc(F)ccc2F)[C@@H](CO)O1)Nc1ccc(Cl)cc1	7.2
CC(=O)Nc1ccc2c(c1)C(=O)N(C)[C@H]1CC[C@H](CC(=O)NCc3ccccc3)O[C@@H]1CO2	0.8
COc1ccc(NC(=O)Nc2ccc3c(c2)C(=O)N([C@H](C)CO)C[C@H](C)[C@@H](CN(C)Cc2ccncc2)OCCCC[C@@H](C)O3)cc1	-0.1
C[C@@H]1CN([C@@H](C)CO)C(=O)c2cccc(NC(=O)C3CCOCC3)c2O[C@H]1CN(C)C(=O)Nc1ccc(F)cc1	-0.5
COc1ccc(S(=O)(=O)N(C)C[C@@H]2Oc3ccc(NC(=O)Cc4ccccc4)cc3C(=O)N([C@H](C)CO)C[C@H]2C)cc1	4.9
C[C@H]1CN([C@@H](C)CO)C(=O)Cc2cc(NC(=O)c3ccncc3)ccc2O[C@H]1CN(C)Cc1ccc(C(F)(F)F)cc1	1.5
COCC(=O)Nc1ccc2c(c1)[C@@H]1C[C@H](CC(=O)NCc3cccnc3)O[C@@H](CO)[C@@H]1O2	3.1
C[C@H]1CN([C@@H](C)CO)C(=O)c2cc(NC(=O)CCCCCC(=O)Nc3ccccc3N)ccc2O[C@H]1CN(C)Cc1ccc(C(F)(F)F)cc1	-0.6
Cc1ccc(S(=O)(=O)NCC[C@H]2CC[C@@H](NC(=O)c3cccc(F)c3)[C@H](CO)O2)cc1	9.8
Cc1ccc(S(=O)(=O)N(C)C[C@@H]2Oc3c(NC(=O)Nc4ccc(F)cc4)cccc3C(=O)N([C@@H](C)CO)C[C@H]2C)cc1	1.1
CC(=O)N1[C@H](CO)[C@H](c2ccc(C3=CCCCC3)cc2)[C@@H]1CNC(=O)CN(C)C	-0.5
C[C@@H]1CN([C@@H](C)CO)C(=O)c2cc(NC(=O)NC3CCCCC3)ccc2O[C@@H](C)CCCCO[C@@H]1CN(C)S(=O)(=O)c1ccccc1	-1.4
CCC(=O)Nc1ccc2c(c1)OC[C@@H](C)N(Cc1ccccc1OC)C[C@H](C)[C@H](OC)CN(C)C2=O	-2.1

Screens: PubChem BioAssay, Broad Institute
